Bioassay records from PubChem BioAssay.
Akt phos inh = HTS Assay for Inhibitors of Akt Phophorylation: Primary Screen | Neuro2A IGF-stimulated pAkt S473 HTRF, 20 min; hits give low values | activity change, % for hits at 50 µM | 0.32% of 360,000 active; in the data active = activity change below about -80%; inconclusive = mostly about -51% to -80%; also: % is scaled to controls: 0 for no effect and ±100 for the full control effect
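Neuro2A cells in DMEM with 0.5% FBS, overnight at 37 deg C, given compound at single 50 µM final, then IGF (6 nM final) for 20 min at 37 deg C. Lysed; phospho-Akt Ser473 by HTRF after 24 h, 665/615 ratio.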
PTHR1 agonist = qHTS for PTHR1 Agonists: Primary Screen | Parathyroid hormone/parathyroid hormone-related peptide receptor (Homo sapiens), Q03431 | HEK293 GP2 PTHR1 cells, GloSensor cAMP luminescence, 1 h | Potency, µM (top dose mostly 115 µM), without a hit: at the highest dose activation, actives largely listed as activators | 0.075% of 410,000 active; also: potency is read from the fitted curve at half-maximal effect; nearly all actives have a fitted effect of over 55% in size; some results filed as inactive show a strong effect at the top dose; inactives centre near -15; many of its hits are not listed in these tables
Target sequence (Q03431 whole entry, looked up): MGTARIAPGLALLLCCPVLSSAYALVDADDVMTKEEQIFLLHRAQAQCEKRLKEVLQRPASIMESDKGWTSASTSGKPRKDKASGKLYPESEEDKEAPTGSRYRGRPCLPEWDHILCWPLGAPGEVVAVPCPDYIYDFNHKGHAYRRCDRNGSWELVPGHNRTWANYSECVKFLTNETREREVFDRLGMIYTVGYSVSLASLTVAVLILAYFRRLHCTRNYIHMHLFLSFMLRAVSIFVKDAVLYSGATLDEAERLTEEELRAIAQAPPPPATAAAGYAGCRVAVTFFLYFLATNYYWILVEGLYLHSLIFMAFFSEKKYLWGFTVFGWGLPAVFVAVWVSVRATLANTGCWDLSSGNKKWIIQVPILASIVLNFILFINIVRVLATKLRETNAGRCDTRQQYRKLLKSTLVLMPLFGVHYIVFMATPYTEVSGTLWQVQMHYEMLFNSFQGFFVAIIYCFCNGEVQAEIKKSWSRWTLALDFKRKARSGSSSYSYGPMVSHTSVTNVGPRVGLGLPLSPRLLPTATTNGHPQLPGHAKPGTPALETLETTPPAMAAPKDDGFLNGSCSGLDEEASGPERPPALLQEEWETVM
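HEK-293-derived GP2 cells expressing PTHR1 and a GloSensor cAMP reporter, 3,000/well, plated overnight, given luciferin plus IBMX (each 0.5 mM as added) for 1 h at 37 °C, then compound for 1 h at 37 °C. Luminescence was read after 15 min at room temperature.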
GLP1R ag = qHTS of GLP-1 Receptor Agonists; HEK293 GLP-1R CRE-luciferase, luminescence, 4-6 h; cells express a hypersensitive GLP-1R form; Potency, µM (series often up to 45.6 µM), inactives show at the top dose activation, hits mostly activators; 0.007% of 380,000 active; Glucagon-like peptide 1 receptor (Homo sapiens), P43220; also: potency is read from the fitted curve at half-maximal effect; % of control where 0% means no effect
D3 antag = qHTS of D3 Dopamine Receptor Antagonist: qHTS | D(3) dopamine receptor (Homo sapiens), P35462 | D3R cells, DiscoveRx beta-arrestin luminescence, antagonist mode; hits give low values | max response, negative = inhibition, % | 2.5% of 360,000 active | AID 652054, 2013; in the data active = max response below about -50%; inconclusive = no clear call, values can overlap the other calls; also: % is scaled to controls: 0 for no effect and ±100 for the full control effect; mostly tested at two doses, the higher about 12 µM
Target sequence (P35462 whole entry, looked up): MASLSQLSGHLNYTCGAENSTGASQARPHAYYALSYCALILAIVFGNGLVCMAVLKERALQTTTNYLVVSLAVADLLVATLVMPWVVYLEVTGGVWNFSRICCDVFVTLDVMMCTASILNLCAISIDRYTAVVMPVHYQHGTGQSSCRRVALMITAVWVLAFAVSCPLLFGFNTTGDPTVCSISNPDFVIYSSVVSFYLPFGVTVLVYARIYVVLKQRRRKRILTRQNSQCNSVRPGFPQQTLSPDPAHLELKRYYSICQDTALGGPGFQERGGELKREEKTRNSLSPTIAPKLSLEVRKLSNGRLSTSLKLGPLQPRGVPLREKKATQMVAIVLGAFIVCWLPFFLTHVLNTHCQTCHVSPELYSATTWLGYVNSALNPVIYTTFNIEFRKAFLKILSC
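Cells plated overnight at 1500 cells/well, then exposed to library compounds with dopamine controls for 90 minutes at 37 degrees C. DiscoveRx reagent added for 30–60 minutes at room temperature; luminescence read, quantitative HTS format.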
TDP43 rescue = qHTS of TDP-43 Inhibitors. TDP-43 expressing yeast growth rescue, BacTiter-Glo, 24 h. Potency, µM (highest dose often 46.1 µM), for inactives: at the highest dose growth rescue (activation), hits mostly activators. 1.8% of 410,000 active. AID 652104, 2013; also: potency is read from the fitted curve at half-maximal effect; % of control where 0% means no effect; nearly all actives have a fitted effect of over 50% in size
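Galactose-induced TDP-43 yeast, OD600=0.02, compound pinned; 24 hr, 30 deg C; BacTiter-Glo luminescence for growth. Inhibitors of TDP-43 toxicity read as activators.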
GLP-1R inv ag = qHTS of GLP-1 Receptor Inverse Agonists (Inhibition Mode); AID 624417, 2012; Potency, µM (series often up to 38.3 µM), inactives show at the top dose activity change, negative = inhibition, most hits filed as inhibitors; 1.6% of 410,000 active; HEK293 GLP-1R CRE-luciferase, luminescence, 24 h; GLP-1R form is constitutively active; Glucagon-like peptide 1 receptor (Homo sapiens), P43220; also: potency is read from the fitted curve at half-maximal effect; % is scaled to controls: 0 for no effect and ±100 for the full control effect; nearly all actives have a fitted effect of over 55% in size
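Stable HEK293 clone (constitutively active GLP-1R + cAMP-response luciferase); 200 cells/uL plated, 12 h pre-culture, compound 24 hr, 37 deg C/5% CO2; detection reagent 12 min RT; luminescence.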
aSyn yeast inh = qHTS of alpha-syn Inhibitors; Yeast expressing alpha-synuclein, growth rescue, BacTiter-Glo, 24 h; 0.14% of 370,000 active; AID 652106, 2013; Potency, µM (series often up to 46.1 µM), inactives show at the top dose growth rescue (activation), hits mostly activators; also: potency is read from the fitted curve at half-maximal effect; % of control where 0% means no effect; nearly all actives have a fitted effect of over 65% in size
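Readout is rescue of growth in alpha-synuclein-expressing yeast, so inhibitors of toxicity appear as activators. Growth after 24 hr at 30 deg C in galactose medium is quantified by luminescence.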
FUS suppressor = qHTS for Suppressors of FUS Proteinopathy: Primary screen using FUS-linked yeast assay. S. cerevisiae FUS-expressing, growth rescue, OD600, 24 h. Potency, µM (series often up to 76.6 µM), without a hit: at the highest dose growth rescue (activation), hits mostly activators. 0.24% of 390,000 active;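 also: potency is read from the fitted curve at half-maximal effect; plate controls were DMSO vehicle for no effect and reference control for full effect; nearly all actives have a fitted effect of over 55% in size; some results filed as inactive show a strong effect at the top dose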
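Absorbance at 600 nm, taken 24hr after compound addition, measured rescue of FUS-yeast growth at 30C. Induction used 2% galactose with seeding at OD 0.005. Controls: CP55940 from 92uM final, DMSO only.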
Abeta rescue = qHTS for compounds that reverse cellular toxicity of Amyloid beta (A-beta) peptide in yeast: Primary Screen; 0.063% of 410,000 active; Potency, µM (titrated, usually from 46.1 µM), for inactives: top-dose growth rescue, hits mostly activators; AID 1347071, 2019; yeast expressing A-beta42, growth rescue, OD600, 48 h; response scale: 0% DMSO, 100% iron-clioquinol control; also: potency is read from the fitted curve at half-maximal effect; nearly all actives have a fitted effect of over 55% in size
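Yeast A-beta toxicity model in growth medium with pinned compounds, 48 h at 30 C; growth read as absorbance at 600 nm. Normalized to FeCl3/clioquinol equimolar mix (positive) and DMSO (negative).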
* hit, by the source's call; i = inactive; ? = inconclusive; / = no result given; [ ] = dose if it differs, or a comment. Unless noted, calls follow the shape of the dose curve; as a rule, active = well fitted curve in the direction sought with a large enough effect; inconclusive = small, poorly fitted or top-dose-only effect, or another doubt; inactive = no such curve, though single readings can be large; an effect the other way counts as inactive or inconclusive. This is a subset; rates above refer to the full screens.

SMILES	Akt phos inh	PTHR1 agonist	GLP1R ag	D3 antag	TDP43 rescue	GLP-1R inv ag	aSyn yeast inh	FUS suppressor	Abeta rescue
CCC(c1nnnn1Cc1ccco1)N(CCc1ccccc1)Cc1cc2ccc(OC)cc2[nH]c1=O (configuration not stated)	i	-7%[57.5 µM]	-1%	-21	-5%	?	0%	?	-1%
CCCCNC(=O)CN(CCc1ccccc1)S(C)(=O)=O	i	0%	-9%	19	-13%	-12%	-2%	-8%	?
CC1(C)CC(N2CCCC2)=CC(=[N+]2CCCCC2)C1	i	-27%	-1%	23	16%	?	1%	5%	2%
CCN(CC(=O)NCc1cccs1)C(=O)COc1cccc(C(F)(F)F)c1	i	-20%	-2%	-22	2%	?	0%[1.84 µM]	28%	-9%
COc1ccc(C)cc1N(C(=O)CNC(=O)c1ccco1)C(C(=O)NC1CCCC1)c1cccnc1 (configuration not stated)	i	i	-2%	-19	-19%	0%	0%	9%	10%
O=C(c1cc(F)ccc1F)C1CCCN(C(=O)CCN2CCCCO2)C1 (configuration not stated)	i	i	7%	3	0%	-13%	8%	7%	-22%
CCOC(=O)c1cnc(-n2nc(C)cc2C)nc1-n1nc(C)cc1C	i	10%[57.5 µM]	?	-13	-2%	0%	3%	7%	4%
Cc1ccc(CNC(=O)CSc2ncc3c(n2)-c2cc(Cl)ccc2N(C)S3(=O)=O)cc1	/	-14%	/	/	5%	13%	/	-15%	-15%
COc1ccc(S(=O)(=O)NCCSCc2cccs2)cc1	i	-21%	5%	0	6%	-31%	2%	14%	-3%
Cc1ccc(NC(=O)CN(C)C(=O)CSc2nnc(C(F)(F)F)n2C)cc1	i	-19%	2%	-14	-1%	-2%	0%	3%	-16%
c1ccc(-c2ccc(-c3[nH]ncc3CN3CCC(N4CCSCC4)CC3)cc2)cc1	i	-19%	-2%	-9	-8%	-27%	0%	6%	-14%
CC1(C)CC(=O)C(C=NCCN2CCN(C(=S)Nc3ccc(F)cc3)CC2)=C(O)C1	i	i	5%	7	1%	-14%	-2%	22%	-29%
O=C(NCC(=O)N(CC1CCCO1)C(C(=O)NC1CCCC1)c1cccnc1)c1ccco1 (configuration not stated)	i	-44%[inhibitor][57.5 µM]	3%	?	-9%	10%	-7%	24%	6%
CC(C)c1ccc(NC(=O)C(=O)C2C(=O)Nc3ccccc32)cc1 (configuration not stated)	i	-57%[inhibitor]	-6%	-3	-17%	5%	-7%	-8%	-16%
C/C(=N/NC(=O)CNC(=O)/C=C/c1ccco1)c1ccc(Cl)cc1	i	-4%	16%	-11	-4%	-5%[0.307 µM]	-3%	?	7%

A section of the results above:
SMILES	Akt phos inh	PTHR1 agonist	GLP1R ag	D3 antag	TDP43 rescue	GLP-1R inv ag	aSyn yeast inh	FUS suppressor	Abeta rescue
COc1ccc(C)cc1N(C(=O)CNC(=O)c1ccco1)C(C(=O)NC1CCCC1)c1cccnc1 (configuration not stated)	i	i	-2%	-19	-19%	0%	0%	9%	10%
O=C(c1cc(F)ccc1F)C1CCCN(C(=O)CCN2CCCCO2)C1 (configuration not stated)	i	i	7%	3	0%	-13%	8%	7%	-22%
CCOC(=O)c1cnc(-n2nc(C)cc2C)nc1-n1nc(C)cc1C	i	10%[57.5 µM]	?	-13	-2%	0%	3%	7%	4%
Cc1ccc(CNC(=O)CSc2ncc3c(n2)-c2cc(Cl)ccc2N(C)S3(=O)=O)cc1	/	-14%	/	/	5%	13%	/	-15%	-15%

The list continues.
SMILES	Akt phos inh	PTHR1 agonist	GLP1R ag	D3 antag	TDP43 rescue	GLP-1R inv ag	aSyn yeast inh	FUS suppressor	Abeta rescue
CC(Oc1cc2oc(=O)c3c(c2cc1Cl)CCCC3)C(=O)NCC1CCC(C(=O)O)CC1 (configuration not stated)	i	i	3%	2	14%	8%	0%	11%	24%
CC(=O)Nc1ccc(NC(=O)c2csnn2)cc1	/	11%	/	/	3%	17%	/	-19%	-7%
O=C1CCc2cc(S(=O)(=O)N3CCCCC3)cc3c2N1CCC3	i	-68%[inhibitor]	17%	3	-8%	36%[activator]	0%	-1%	-9%
N#C/C(C(=O)N1CCOCC1)=c1/s/c(=C\c2ccccn2)c(=O)n1-c1ccccc1	i	-6%	-1%	6	20%	2%	5%	-7%	6%
O=C(Nc1ccc(Cl)cc1)c1cc2c(-c3ccccc3)nn(-c3ccccc3)c2s1	/	-9%	0%	/	18%	3%	-14%	-25%	-14%
CC1(C)CC(=O)C2=C(C1)OC(c1ccncc1)C(C#N)=C2N (configuration not stated)	i	-3%	-9%	-6	1%	5%	-3%	3%	-4%
COc1ccc(NC(=O)c2ccc(S(=O)(=O)N3CCOCC3)cc2)c(OC)c1	i	i	-7%	13	11%	-1%	-11%	12%	-1%
Cc1cc(CNC(=O)c2ccc3c(c2)OCO3)c2ccccc2n1	i	-33%[inhibitor]	12%	18	15%	-44%	-2%	5%	15%
O=C(Nc1ccccc1)C1Cc2c(-c3ccc4c(c3)OCO4)ccnc2O1 (configuration not stated)	i	i	-1%	-9	35µM*	2%	16%	25%	-20%
COc1ccc(C(=O)COc2ncnc3cc(Cl)ccc23)cc1	i	-6%	2%	6	-29%	-15%	2%	7%	-6%
COc1ccc(N2CCN(C(=O)c3cccc(NC(=O)c4nsc5ccccc45)c3)CC2)cc1	/	-31%[inhibitor]	/	/	22%[9.22 µM]	?	/	?	14%
Cc1ccc(S(=O)(=O)Cc2cc(F)c([N+](=O)[O-])cc2[N+](=O)[O-])cc1	i	-27%	0%	-23	?	?	-73%[inhibitor]	10%	-92%[inhibitor]
COc1cccc(-c2nc(CS(=O)CC(=O)NCc3ccccc3Cl)c(C)o2)c1 (configuration not stated)	i	0%	0%	-10	26%	-7%	-4%	16%	-1%
COc1ncnc2c1cnn2-c1ccccc1	i	-48%[inhibitor]	15%	-1	?	3%	0%	15%	-6%
O=C(O)COc1ccc2c(-c3ccccc3)cc(=O)oc2c1	i	i	-6%	-11	-2%	5%	6%	-8%	3%
CC(=O)Oc1ccc2c(=O)oc(-c3ccccc3)nc2c1	i	-29%	-2%	0	-17%[1.82 µM]	1%	-6%	10%	-1%
CCCCOc1ccc(C(=O)CCN2CCCCC2)cc1	i	-53%[inhibitor]	-1%	-56*	5%	-20%	15%	-18%	-45%[inhibitor]
COC(=O)CSc1ccc(S(=O)(=O)N2CCOCC2)cc1[N+](=O)[O-]	i	i	-5%	-3	17%	2%	0%	11%	17%
CCN(CC)CCCNC(=O)C1c2cc(OC)c(OC)cc2C(=O)N(C)C1c1cccs1 (configuration not stated)	i	-58%	5%	-5	-5%	36%[activator]	3%	5%	1%
CC[C@]12C(=O)N(C)C[C@H]([C@@H]3C(=O)N(Cc4ccccc4)C(=O)[C@@H]31)N2C(=O)c1ccccc1	i	-23%	7%	24	7%	-6%	3%	-4%	5%
COc1ccc(-n2cc(-c3ccc(Br)cc3)[nH]c2=S)cc1	i	i	6%	-7	22%	7%	0%	1%	-9%
COc1cc(Cl)c(NS(=O)(=O)c2ccc3c(c2)CC(C)N3C(=O)C2CCC2)c(OC)c1 (configuration not stated)	/	-36%	/	/	16%	?	/	?	-8%
Cc1cc(C)n2nc(SCCC(=O)NCCc3ccccc3)nc2n1	i	6%	4%	0	-12%	12%	-2%	/	25%
COc1cccc(-c2nc(CS(=O)(=O)CC(=O)Nc3ccc(F)cc3F)c(C)o2)c1	i	-26%	11%	-15	-13%	?	2%	-4%	4%
CCOCc1nnc(NC(=O)C2CCN(C(=O)C3CC(=O)N(c4ccc(C)cc4)C3)CC2)s1 (configuration not stated)	i	i	3%	4	-21%	9%	-2%	24%	-8%
COc1ccc(NC2CCCN(C(=O)CN3CCOC3=O)C2)cc1OC (configuration not stated)	i	i	-1%	3	6%	16%	-4%	23%	0%
OCCCCNCc1ccc(OCc2ccccc2)cc1	i	i	6%	-13	4%	?	0%	/	-2%
Cc1ccc(-n2c(=O)c3sccc3n(CC(=O)NCc3ccco3)c2=O)cc1	/	-1%[57.5 µM]	0%	-10	-12%	0%	1%	45%	8%
COc1ccc(N/C(C)=C/C(=S)Nc2ccccc2)cc1	i	i	6%	-22	13µM*	?	22%	27%	1%
O=C(O)C(c1ccccc1)N1C(=O)c2ccccc2C1=O (configuration not stated)	i	i	-4%	9	-4%	0%	-11%	-14%	-12%
CN(c1ccccc1)S(=O)(=O)c1ccc(C(=O)Nc2nnc(C3=COCCO3)o2)cc1	i	12%	-6%	-14	4%	17%	14%	30%	-2%
COc1ccc2nc(NC(=O)c3nc(S(=O)(=O)Cc4ccccc4F)ncc3Cl)sc2c1	/	-59%[inhibitor]	/	/	?	-26%	/	10%	5%
CC(C)NC(=S)Nc1cccc2cnccc12	i	-3%	4%	-6	-7%	2%	1%	5%	-10%
CCCn1c(SC(C)C(=O)N2CCOCC2)nc2ccc(Br)cc2c1=O (configuration not stated)	i	-45%[inhibitor]	18%	-4	?	?	0%	11%	-11%
O=C(CN(Cc1ccccc1Cl)S(=O)(=O)c1ccc(Cl)cc1)N/N=C/c1ccc(C(=O)O)cc1	i	-86%[inhibitor]	3%	-8	-7%	3%	-9%	22%	2%
O=C(COC(=O)Cc1ccc(S(=O)(=O)N2CCOCC2)s1)Nc1ccccc1	i	-22%	-1%	0	-24%	8%	-3%	?	-13%
CCOc1ccccc1NC(=O)CSc1nccn1-c1ccc(Cl)cc1	/	-22%	/	/	?	-2%	/	27%	1%
